Assay outcomes (PubChem BioAssay)
HCV core dimer = inhibitors of HCV core protein dimerization, primary screen, biochemical, TR-FRET, high-throughput. TR-FRET GST/Flag-core106 dimerization, 1536-well. inhibition, % at 5 µM. 0.33% of 300,000 active. AID 1899, 2009;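 active = inhibition above the mean of all tested compounds plus 3 SD, set per screening campaign, cut at about 45% in these data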
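Assay system – GST-tagged and Flag-tagged HCV core protein residues 1-106 · Quantity – core106 proteins, GST 13.5 nM and Flag 17 nM · Benchmarks – unlabelled core106 and no-GST-core106 wells · Read-out basis – percent inhibition of core106 dimerization signal · Detection – time-resolved FRET, ex 340 nm, em 617 and 671 nm · Schedule – 4 h at 22.5 °C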
AHR act = AHR activators, primary screen, cell-based, luminescence, luciferase reporter, human. AHR-responsive luciferase reporter cells. activation, % at 5 µM. Aryl hydrocarbon receptor (Homo sapiens), P35869. 2.5% of 320,000 active; in the data active = activation above about 47%;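 note: 0% = vehicle wells and 100% = reference agonist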
TPT1 inh = Candida albicans TPT1 enzyme inhibitors, primary screen, biochemical, fluorescence polarization; tRNA 2'-phosphotransferase TPT1 (Candida albicans SC5314); recombinant caTPT1, FP RNA substrate dephosphorylation; inhibition, % at 5 µM; 0.81% of 300,000 active; AID 1962, 2009;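 active = inhibition above the mean of all tested compounds plus 3 SD, set per screening campaign, cut at about 24% in these data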;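 note: plate controls were DMSO alone for no effect and ferristatin control at 100 nM for full effect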
PAFAH2 FP inh = PAFAH2 enzyme inhibitors, primary screen, biochemical, fluorescence polarization, human; Platelet-activating factor acetylhydrolase 2, cytoplasmic (Homo sapiens), Q99487; recombinant PAFAH2, FP-rhodamine activity probe; inhibition, % at 3.39 µM; 0.99% of 340,000 active; AID 492956, 2010;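 active = inhibition above the mean over all tested compounds plus 3 SD, cut at about 30% in these data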;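 note: inhibitors block probe labeling of enzyme so polarization drops; 0% = enzyme with DMSO and 100% = wells lacking PAFAH2 protein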
PP5 primary = PP5 phosphatase inhibitors, primary screen, biochemical, fluorescence. Serine/threonine-protein phosphatase 5 (Homo sapiens), P53041. purified PP5c, OMFP substrate fluorescence. inhibition, % at 6.7 µM. 0.18% of 320,000 active;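 active = inhibition above the campaign's mean inhibition across all tested compounds plus 3 SD, cut at about 9.5% in these data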;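 note: 0% = DMSO only and 100% = 100 µM cantharidin control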
Target sequence (P53041 whole entry, looked up): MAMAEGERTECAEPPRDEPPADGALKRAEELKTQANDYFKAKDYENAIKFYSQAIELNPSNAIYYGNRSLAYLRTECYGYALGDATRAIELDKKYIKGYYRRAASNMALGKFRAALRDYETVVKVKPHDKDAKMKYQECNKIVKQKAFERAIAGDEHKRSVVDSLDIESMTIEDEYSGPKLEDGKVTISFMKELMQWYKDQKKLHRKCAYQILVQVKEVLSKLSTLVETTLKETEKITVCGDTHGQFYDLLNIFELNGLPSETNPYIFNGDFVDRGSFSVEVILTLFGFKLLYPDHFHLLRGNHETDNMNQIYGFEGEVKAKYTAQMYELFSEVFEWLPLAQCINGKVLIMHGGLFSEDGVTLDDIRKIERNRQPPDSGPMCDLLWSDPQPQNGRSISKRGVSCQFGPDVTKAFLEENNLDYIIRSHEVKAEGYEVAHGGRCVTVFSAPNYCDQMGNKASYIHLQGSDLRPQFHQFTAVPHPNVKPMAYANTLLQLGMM
PP1 counter = PP1-alpha phosphatase inhibitors, primary screen, counter-screen for PP5 inhibitor project, biochemical, fluorescence, OMFP substrate, single point; purified PP1alpha; 0.9% of 320,000 active; inhibition, % at 6.7 µM;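 active = inhibition above the mean inhibition of all tested compounds plus 3 SD, computed separately for each screening campaign, cut at about 15% in these data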
Fh CTSL1 inh = Fasciola hepatica cathepsin L1 inhibitors, primary screen, counter-screen for PFM18AAP inhibitor project, biochemical, QFRET, fluorogenic peptide substrate | recombinant F. hepatica cathepsin L1, Z-Leu-Arg-MCA fluorescence | inhibition, % at 5.96 µM | 0.49% of 300,000 active;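 active = inhibition above the mean of all tested compounds plus 3 SD, set per screening campaign, cut at about 17% in these data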;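 note: 0% = plate median of test compound wells and 100% = 1 µM Z-Phe-Ala-diazomethylketone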
proCasp7 act = procaspase-7 activators, primary screen, counter-screen for procaspase-3 activator project, biochemical, absorbance, HTS, human | recombinant procaspase-7, Ac-DEVD-pNA absorbance 405 nm; D23A/D198A/D206A triple mutant, cannot self-cleave; scale: DMSO 0, 5 µM enzyme 100 | activation, % at 8.5 µM | 0.093% of 330,000 active | AID 463210, 2010;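 active = percent activation above the screen-wide mean plus 3 SD, cut at about 25% in these data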
Target sequence (P55210 whole entry D23A/D198A/D206A): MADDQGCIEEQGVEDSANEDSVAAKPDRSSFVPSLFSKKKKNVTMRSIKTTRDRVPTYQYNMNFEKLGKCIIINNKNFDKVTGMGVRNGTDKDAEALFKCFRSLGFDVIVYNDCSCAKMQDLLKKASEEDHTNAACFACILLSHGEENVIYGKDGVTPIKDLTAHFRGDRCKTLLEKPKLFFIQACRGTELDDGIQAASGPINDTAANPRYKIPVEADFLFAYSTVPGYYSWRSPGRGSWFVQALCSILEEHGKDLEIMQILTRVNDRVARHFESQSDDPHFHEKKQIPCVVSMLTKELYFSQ
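Assay system – Uncleavable procaspase-7 mutant enzyme · Quantity – 2 µM procaspase-7 mutant as dispensed · Times – 1 h preincubation, 2 h reaction · Dosing – single nominal 8.5 µM compound dose, 0.8% DMSO final · Buffer or medium – Zinc-free 50 mM HEPES buffer, pH 7.4, with NaCl and Triton X-100 · Detection – Epi-absorbance of released pNA at 405 nm, two timepoints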
proCasp3 act = activators of human procaspase-3 D3A mutant, primary screen, biochemical, absorbance, PC-3 D3A mutant, single concentration; recombinant procaspase-3 D3A, Ac-DEVD-pNA absorbance 405 nm; 0.11% of 330,000 active; Caspase-3 (Homo sapiens), P42574; activation, % at 8.5 µM;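 active = activation above the mean of all tested compounds plus 3 SD, cut at about 21% in these data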;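 note: 0% = DMSO alone and 100% = DMSO wells spiked with extra 5 µM PC-3 D3A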
Target sequence (P42574 whole entry D9A/D28A/D175A): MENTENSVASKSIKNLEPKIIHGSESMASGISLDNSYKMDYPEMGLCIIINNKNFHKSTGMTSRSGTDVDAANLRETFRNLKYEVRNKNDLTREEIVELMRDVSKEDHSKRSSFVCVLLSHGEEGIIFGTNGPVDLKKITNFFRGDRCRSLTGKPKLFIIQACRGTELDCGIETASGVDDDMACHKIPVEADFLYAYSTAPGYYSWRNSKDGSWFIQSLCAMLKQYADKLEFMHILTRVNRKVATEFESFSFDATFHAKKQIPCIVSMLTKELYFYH
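Assay system – Procaspase-3 D3A mutant, all three cleavage aspartates alanine · Controls – DMSO-only low control, 5 µM PC-3 D3A high control · Schedule – 1 h compound preincubation, 2 h substrate hydrolysis at 25 °C · Signal – 405 nm absorbance of p-nitroaniline, reads at 0 and 120 min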
Active calls of the source: *; · = no result given.

Structure	HCV core dimer	AHR act	TPT1 inh	PAFAH2 FP inh	PP5 primary	PP1 counter	Fh CTSL1 inh	proCasp7 act	proCasp3 act
COc1ccc(C)cc1NC(=O)NCCCCc1ccccc1	5	23	1	-6	0.0	-3	-4	-4	-7
S=c1nc(SCc2ccccc2)[nH]c2ccccc12	65*	40	-2	1	1.1	2	-3	6	-6
CC1(C)CC(c2csc(N)n2)CCO1 (stereo not given)	-3	1	0	9	0.9	-2	-5	-4	6
Cc1nc2ccc(C(=O)N(C)CC3CCCN(CCc4ccc(Cl)cc4)C3)cc2[nH]1 (stereo not given)	1	1	1	6	-2.5	9	-3	2	2
COc1cccc(CNC(=O)CN(C)S(=O)(=O)c2ccc3c(c2)n(C)c(=O)c(=O)n3C)c1	0	-3	-5	1	0.6	-4	-1	10	2
COc1ccc(OC)c(C2CC(=O)C(C)C(c3cc(OC)ccc3OC)N2)c1 (stereo not given)	-6	-2	0	-4	0.5	-2	0	9	0
Cc1ccccc1C(=O)Nc1ccc(Cl)cn1	0	-4	2	2	-2.5	3	-3	-7	-7
CC(C)(C)N1C(=O)[C@H]2[C@@H](c3ccc(Br)cc3)N3C(=O)N(c4ccccc4)C(=O)[C@@]3(C)[C@H]2C1=O	8	3	-1	2	0.9	0	3	-1	15
COc1ccc(-c2nc(C#N)c(NCC3CCCO3)o2)cc1 (stereo not given)	-20	28	-1	2	-0.7	-3	3	-14	-2
C=CCn1c(SCC(=O)O)nnc1-c1ccccc1	2	2	0	-3	-0.8	-5	-3	4	2
CC(C)(C)NC(=O)CN(C(=O)c1csnn1)c1ccccc1-c1ccccc1	3	-1	2	1	1.0	1	5	-10	-3
COc1cccc(Nc2c(F)c(OC)c(F)c(F)c2C(=O)O)c1	-5	0	-3	4	-1.9	0	1	4	-8
CCOC(=O)C1=C(CN2CCN(CCC#N)CC2)NC(=O)NC1c1ccc2c(c1)OCO2 (stereo not given)	1	1	1	-1	-1.1	-2	4	1	-2
CCOc1ccc(/C=C2/Sc3ccc(C(=O)N4CCN(C(=O)c5ccco5)CC4)cc3N(C)C2=O)cc1OC	10	2	-5	·	2.1	0	1	-7	9
CC1CN(C(=O)COC(=O)c2cc(Cl)ccc2Cl)CC(C)O1 (stereo not given)	1	2	-3	-6	-2.4	-1	0	4	7
CC(=O)Nc1ccc(S(=O)(=O)N(Cc2ccccc2)C(C)C)cc1	7	1	0	-4	-0.7	5	-6	0	-4
CSc1ccc(/C=N/N2CCN(Cc3ccccc3)CC2)cc1	3	1	2	1	2.9	-1	-2	2	0
NC(=O)CSc1nc(-c2ccccc2)nc2c1CCCC2	2	4	-2	-3	-0.5	-10	0	13	2
CSc1ncccc1C(=O)OCC(=O)NCc1cccs1	·	1	·	15	·	·	·	3	6
Cc1ncoc1C(=O)N1CCCC(C(=O)c2ccc3c4c(cccc24)CC3)C1 (stereo not given)	8	6	-2	3	4.0	8	4	-3	-1
COc1ccc(C2C(C(C)=O)=C(O)C(=O)N2c2nccs2)cc1 (stereo not given)	-3	1	2	5	-0.2	-3	1	-4	-5
Cc1ccc(CN2C(=O)CCC2C(=O)NCCN2CCOCC2)cc1 (stereo not given)	-2	1	-4	-7	1.6	-3	-3	-3	3
CCOc1cc(-c2cc(-c3ccc(C)o3)nc(N)c2C#N)ccc1O	2	2	3	-2	2.1	-1	2	4	0
Cn1cccc1C(=O)OCC(=O)NC(=O)NC1CCCCC1	-2	5	-4	9	-1.0	2	-3	5	2
Cc1cc(C(F)(F)F)nn1CC(=O)NCc1ccco1	8	5	2	2	3.6	18*	-2	-2	-5
O=C(Nc1c(S(=O)(=O)c2ccc(Cl)cc2)csc1Br)c1ccccc1Cl	1	0	4	-2	-0.2	-2	-2	-3	-5
COc1cc(OC)c(C(=O)N2CCN(c3ccccn3)CC2)cc1OC	-1	-1	3	7	1.4	-4	-5	8	5
CCC(C)[C@H](NC(=O)N1CCn2c1nc1ccccc12)C(=O)NCCc1ccc(OC)c(OC)c1 (stereo not given in full)	6	9	-3	3	0.1	-5	3	-8	3
CCc1nnc(NC(=O)CCC(=O)N2CCN(Cc3ccc(Cl)cc3)CC2)s1	0	1	0	-7	0.8	1	0	2	0
O=C(c1cc2c(=O)n3ccccc3nc2s1)N1CCOCC1	-4	13	1	0	0.3	-1	6	-4	0

(further entries)
Structure	HCV core dimer	AHR act	TPT1 inh	PAFAH2 FP inh	PP5 primary	PP1 counter	Fh CTSL1 inh	proCasp7 act	proCasp3 act
O=C(CN1C(=O)CCSc2ccc(S(=O)(=O)N3CCCC3)cc21)Nc1ccccc1	-11	3	-2	3	0.9	-1	2	6	9
COc1ccc(NC(=O)CCC(=O)NCCO)cc1	-3	4	3	0	1.8	-4	-3	1	-2
Cc1nnc(SCC(=O)Nc2cc(C(C)(C)C)nn2-c2ccccc2)s1	-2	-1	3	-2	-0.4	-3	6	-9	4
CNC(=O)NNC(=O)c1onc(-c2c(Cl)cccc2Cl)c1C(=O)OC	0	0	0	-2	-2.1	-4	2	3	-7
C[C@H](NC(=O)c1[nH]cnc1C(=O)N[C@H](C)c1ccccc1)c1ccccc1	·	2	·	-11	6.7	3	·	3	-3
COc1ccc(CCNC(=O)CC2Nc3ccccc3NC2=O)cc1 (stereo not given)	15	29	2	-7	3.0	-2	2	-8	-1
CCN(CC)CCn1c(NCc2nc3ccccc3n2Cc2ccccc2)nc2ccccc21	1	-1	0	3	1.9	0	-1	10	-3
COc1ccc(C(CNC(=O)CN2C(=O)NC3(CC(C)CC(C)(C)C3)C2=O)N2CCOCC2)cc1 (stereo not given)	0	2	-1	5	0.9	-1	-4	17	-2
Cc1cc(C)cc(C(=O)n2cnnc2N)c1	-5	0	-5	5	-1.1	0	-2	6	2
C/C(=N\NC(=O)c1cccc(S(=O)(=O)N2CCCC2)c1)c1ccc(F)cc1	2	5	3	5	0.4	-4	-1	6	-1
Clc1ccc(-n2c(SCc3nc4ccccc4[nH]3)nnc2-c2ccncc2)cc1	-5	12	0	-2	4.7	1	6	-3	-10
COc1cc(NC(=O)COc2ccc(F)cc2)nc(OC)n1	5	-1	1	3	-2.1	-2	-2	-1	-1
Cc1ccccc1NC(=O)c1ccccc1NC(=O)Cc1cccc2ccccc12	7	12	-2	6	-0.6	4	8	0	9
Cc1csc2c(N3CCN(S(=O)(=O)c4ccc(Cl)cc4)CC3)ncnc12	1	-2	-3	3	0.5	-3	3	18	1
O=C1NCCOC(=O)[C@@H](Cc2ccc(F)cc2)CC/C=C/C[C@@H]1CC(=O)N(CCO)Cc1ccccc1	·	-1	·	15	·	·	·	8	8
c1ccc(CNc2c(-c3cccc(SC4CCCCC4)c3)nc3ccccn23)cc1	·	4	·	6	·	·	·	7	6
Cc1ccc(CSCCNS(=O)(=O)c2ccccc2)cc1	8	-2	1	-5	-0.1	0	2	-1	10
Oc1ccccc1CNCCCN1CCOCC1	8	1	0	0	-2.8	-5	2	6	4
CC(=O)c1cccc(NC(=O)CC2S/C(=N/N=C3CCCCCC3)NC2=O)c1 (stereo not given)	-2	1	-3	3	2.2	-1	-1	5	8
COc1ccc(-n2nc(C(=O)Nc3ccc4c(c3)OCO4)c3ccccc3c2=O)cc1	19	15	-3	-3	3.5	-4	3	4	1
COc1ccc(N2C(=O)CC(c3ccccc3)C2=O)cc1 (stereo not given)	-3	-3	0	2	0.3	-2	1	5	3
O=C(/C=C/NNC(=O)c1cccc(Br)c1)c1cccc(Br)c1	24	14	6	9	-0.4	7	1	-2	2
COc1ccc(/C(C)=N\NC(=O)C(c2ccncc2)N2CCOCC2)cc1 (stereo not given)	-1	3	3	1	4.1	1	2	12	-5
CN(C)C(=O)c1cc(C(=O)c2ccc(F)cc2C(F)(F)F)c[nH]1	-1	4	-4	2	1.9	-1	-2	3	0
CCN1CCN(CC(=O)Nc2c(OC)cccc2OC)CC1	11	5	-5	-3	0.2	0	-4	14	2
COC(=O)C(Cc1c[nH]c2ccccc12)NC(C)=O (stereo not given)	8	-3	1	6	-0.2	-1	-4	3	5
COCCn1cnnc1SCC(=O)Nc1cccc(S(=O)(=O)N2CCCCCC2)c1	-8	3	4	-5	0.0	3	-6	6	7
Cc1cc(Nc2ccc(Br)c(C)c2)n2nc(C)nc2n1	-2	85*	-2	-5	-0.3	-4	5	-3	1
Cc1cccc(C(=O)NC(C(=O)Nc2cccc(S(=O)(=O)N3CCCC3)c2)C(C)C)c1 (stereo not given)	·	1	·	2	1.6	-2	·	-6	12
COCCn1nnnc1CN1CCC(NC(=O)c2ccc(Br)cc2)CC1	-1	0	3	2	2.8	-3	-4	1	9

(cont.)
Structure	HCV core dimer	AHR act	TPT1 inh	PAFAH2 FP inh	PP5 primary	PP1 counter	Fh CTSL1 inh	proCasp7 act	proCasp3 act
O=[N+]([O-])c1ccc(S(=O)(=O)N2CCN(C3CCN(Cc4ccccc4)CC3)CC2)cc1	8	-2	0	2	2.2	-1	1	-8	3
CCOc1ccc(N(CC(=O)Nc2cccc(Cl)c2)S(=O)(=O)c2c(C)noc2C)cc1	4	2	-1	-3	3.6	4	2	3	4
CC(=O)c1c(C)[nH]c(C(=O)N2CCCCCC2)c1C	-4	-1	2	1	-1.1	1	1	10	2
Cc1ccc(N(C(=O)Cc2cccs2)C(C(=O)NCC2CCCO2)c2ccncc2)cc1 (stereo not given)	-3	4	-2	-5	1.0	-1	7	4	-3

Pulled one by one from the list above:
Structure	HCV core dimer	AHR act	TPT1 inh	PAFAH2 FP inh	PP5 primary	PP1 counter	Fh CTSL1 inh	proCasp7 act	proCasp3 act
Cn1cccc1C(=O)OCC(=O)NC(=O)NC1CCCCC1	-2	5	-4	9	-1.0	2	-3	5	2
Cc1cc(Nc2ccc(Br)c(C)c2)n2nc(C)nc2n1	-2	85*	-2	-5	-0.3	-4	5	-3	1
COc1ccc(OC)c(C2CC(=O)C(C)C(c3cc(OC)ccc3OC)N2)c1 (stereo not given)	-6	-2	0	-4	0.5	-2	0	9	0
COc1ccc(/C(C)=N\NC(=O)C(c2ccncc2)N2CCOCC2)cc1 (stereo not given)	-1	3	3	1	4.1	1	2	12	-5
